HKDC1 inhibitor: HKDC1 hexokinase inhibitors, primary screen, biochemical, fluorescence, uHTS | Q2TB90 | recombinant HKDC1, G6PDH/diaphorase resazurin coupled fluorescence | inhibition, % at 20 µM | actives 0.16% (n = 340,000) | AID 493160, 2011;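 active means inhibition above about 35% when tested at 20 µM, limit read from the data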;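 further: plate controls were DMSO wells with enzyme for no effect and DMSO wells lacking enzyme for full effect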
Target sequence (Q2TB90 whole entry, looked up): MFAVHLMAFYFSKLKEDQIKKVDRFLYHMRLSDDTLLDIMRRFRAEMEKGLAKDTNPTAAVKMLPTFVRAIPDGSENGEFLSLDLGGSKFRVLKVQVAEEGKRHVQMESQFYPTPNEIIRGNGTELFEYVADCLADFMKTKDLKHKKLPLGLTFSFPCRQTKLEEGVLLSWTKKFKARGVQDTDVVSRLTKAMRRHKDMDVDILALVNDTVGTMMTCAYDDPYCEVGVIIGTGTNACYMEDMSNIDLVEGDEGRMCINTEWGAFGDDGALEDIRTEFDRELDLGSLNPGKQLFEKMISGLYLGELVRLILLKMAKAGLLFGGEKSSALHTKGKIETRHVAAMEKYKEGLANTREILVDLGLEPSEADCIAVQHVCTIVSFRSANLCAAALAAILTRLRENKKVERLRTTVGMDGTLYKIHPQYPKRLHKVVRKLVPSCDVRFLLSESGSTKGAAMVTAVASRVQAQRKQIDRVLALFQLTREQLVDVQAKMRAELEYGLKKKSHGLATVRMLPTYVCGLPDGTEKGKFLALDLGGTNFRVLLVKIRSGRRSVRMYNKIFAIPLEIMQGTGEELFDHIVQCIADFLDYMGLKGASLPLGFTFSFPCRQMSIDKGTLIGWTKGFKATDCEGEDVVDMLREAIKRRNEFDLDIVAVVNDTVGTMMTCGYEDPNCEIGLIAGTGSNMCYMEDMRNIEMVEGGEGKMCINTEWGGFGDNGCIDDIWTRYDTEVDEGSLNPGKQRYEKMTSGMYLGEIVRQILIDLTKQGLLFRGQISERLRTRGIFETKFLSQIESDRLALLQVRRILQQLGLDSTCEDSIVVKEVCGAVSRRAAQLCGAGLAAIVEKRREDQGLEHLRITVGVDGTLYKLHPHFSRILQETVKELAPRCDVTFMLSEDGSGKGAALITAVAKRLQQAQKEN
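Assay system: recombinant HKDC1 hexokinase; detection: coupled resazurin fluorescence, excitation 525 nm, emission 613 nm; benchmarks: DMSO-plus-enzyme-mix negative control, buffer-substituted positive control; compound dosing: single 20 µM dose; schedule: 90 min at room temperature in dark; also added: glucose plus 1 mM ATP as hexokinase substrates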
GRIN3A LBD mod: binders of NR3A ligand-binding domain, primary screen, biophysical, differential scanning fluorimetry, uHTS; Glutamate receptor ionotropic, NMDA 3A (GRIN3A) ligand-binding domain; NR3A LBD differential scanning fluorimetry, Tm shift; 0% = protein alone, 100% = glycine-bound protein; Tm shift relative to glycine control, % at 25 µM; actives 2.5% (n = 340,000); AID 1259313, 2017;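 active means melting temperature shift of at least 10% of the positive control shift, at one fixed dose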
ATG4B inhibitor: ATG4B protease inhibitors, primary screen, biochemical, fluorescence, uHTS; Cysteine protease ATG4B (Homo sapiens), Q9Y4P1; actives 0.51% (n = 340,000); inhibition, % at 8.33 µM; AID 504462, 2011; ATG4B cleavage of LC3-PLA2, NBD-HPC fluorescence, 1 h; in the data active means inhibition above about 40%
SENP7 inh: SENP7 protease inhibitors, primary screen, biochemical, luminescence, uHTS | AID 434973, 2010 | actives 1.5% (n = 330,000) | recombinant SENP7, Z-RLRGG-aminoluciferin luminescence, 40 min | Sentrin-specific protease 7 (Homo sapiens), Q9BQF6 | inhibition, % at 5 µM;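 active means inhibition above about 50% at the single test dose, limit read from the data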;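 further: plate controls were DMSO with enzyme for no effect and no enzyme buffer wells for full effect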
SENP6 block: SENP6 protease inhibitors, primary screen, biochemical, luminescence, uHTS; Sentrin-specific protease 6 (Homo sapiens), Q9GZR1; Recombinant SENP6 catalytic domain, aminoluciferin luminescence; AID 2599, 2010; inhibition, % at 10 µM; actives 1.8% (n = 330,000);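 active means inhibition above about 50% at the single tested dose, limit read from the data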;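 further: plate controls were DMSO wells with enzyme for no effect and DMSO wells lacking enzyme for full effect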
SENP8 block: human SENP8 protease inhibitors, primary screen, biochemical, fluorescence, Nedd8 protein substrate, uHTS; Sentrin-specific protease 8 (Homo sapiens), Q96LD8; recombinant SENP8; inhibition, % at 20 µM; actives 0.64% (n = 360,000); AID 602440, 2012; in the data active means inhibition mostly above about 40%, no sharp cut-off; inactive means mostly below about 27%
MPTP block: mitochondrial permeability transition pore inhibitors, primary screen, biochemical, isolated mouse mitochondria, absorbance | Ca2+ swelling absorbance, 30 min | inhibition, % at 10 µM | AID 602449, 2012 | actives 1.4% (n = 360,000);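 active means inhibition of 50% or more, scaled per plate between neutral and stimulator controls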;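 further: 0% = DMSO wells given calcium and 100% = 1 mM EGTA wells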
PfG6PD inh: PfG6PD enzyme inhibitors, primary screen, biochemical, fluorescence intensity, uHTS | inhibition, % at 20 µM | actives 0.78% (n = 350,000) | PfGluPho enzyme, NADPH resazurin-diaphorase fluorescence | glucose-6-phosphate dehydrogenase-6-phosphogluconolactonase (Plasmodium falciparum 3D7);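 active means inhibition reaching at least a set limit at 20 µM in the primary screen, cut at about 59% in these data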;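 further: 0% = DMSO wells with substrate and 100% = DMSO wells lacking glucose-6-phosphate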
Starred values were filed as active, the others as inactive; nt = not tested or not shown.

Keys – A = HKDC1 inhibitor; B = GRIN3A LBD mod; C = ATG4B inhibitor; D = SENP7 inh; E = SENP6 block; F = SENP8 block; G = MPTP block; H = PfG6PD inh
> COc1ccc(F)cc1S(=O)(=O)Nc1ccc2c(c1)OCO2
  A = -1 | B = 2 | C = 4 | D = -3 | E = -33 | F = 19 | G = -0.1 | H = 15
> CC(C)Nc1nc(-c2ccccc2)nnc1-c1ccccc1
  A = -8 | B = 1 | C = -6 | D = -3 | E = -6 | F = 12 | G = -1.6 | H = -2
> COc1ccccc1NC(=O)C1=C(C)Nc2nc(-c3cccnc3)nn2C1c1ccccn1 (stereo not drawn)
  A = -3 | B = 0 | C = -6 | D = nt | E = nt | F = 12 | G = -1.4 | H = -21
> O=C1NC(c2cccc(Cl)c2)Oc2ccccc21 (stereo not drawn)
  A = -7 | B = 2 | C = 7 | D = -6 | E = 1 | F = -27 | G = -0.3 | H = -2
> CCOC(=O)N1CCC(NC(=O)CSCc2nc(-c3sccc3C)oc2C)CC1
  A = -3 | B = 0 | C = -17 | D = -4 | E = -18 | F = -244 | G = -1.3 | H = -4
> O=C(NCc1ccccn1)C(=O)Nc1cc2c3c(c1)CC(=O)N3CCC2
  A = -4 | B = 2 | C = 6 | D = -5 | E = -6 | F = 3 | G = 0.0 | H = 12
> COC(=O)c1sccc1S(=O)(=O)Nc1ccc(N2CCCCC2)cc1
  A = 2 | B = 1 | C = -4 | D = -9 | E = -2 | F = 17 | G = 9.1 | H = 16
> CCC(=O)N1c2ccc(S(=O)(=O)NCc3ccccc3)cc2CC1C (stereo not drawn)
  A = -1 | B = 1 | C = -6 | D = 2 | E = 6 | F = 3 | G = 1.7 | H = -9
> CCCCN1C=CC(=C2N=c3cccc([N+](=O)[O-])c3=N2)C=C1
  A = -4 | B = 1 | C = 2 | D = -1 | E = 15 | F = 8 | G = 3.5 | H = 1
> NS(=O)(=O)c1ccc(CCNC(=O)COC(=O)C2COc3ccccc3O2)cc1 (stereo not drawn)
  A = -6 | B = 2 | C = 1 | D = 2 | E = 8 | F = 8 | G = -0.1 | H = 1
> Cc1ccccc1S(=O)(=O)Cc1ccc(C(=O)N2CCN(c3cccc(C)c3C)CC2)o1
  A = 0 | B = 0 | C = 26 | D = 3 | E = -1 | F = 14 | G = -1.8 | H = 16
> CCOc1ccc(Oc2nc(NCC(C)C)nc(OC)n2)nn1
  A = 3 | B = 1 | C = 8 | D = -5 | E = 4 | F = 9 | G = 0.7 | H = -16
> O=C(COC(=O)C1CCN(S(=O)(=O)c2ccccc2)CC1)NCCc1ccccc1
  A = -5 | B = -1 | C = -4 | D = 2 | E = 9 | F = 10 | G = 2.2 | H = -2
> COc1ccc(NC(=O)CSc2nnc(C3CC3)n2C)cc1
  A = -8 | B = -2 | C = 0 | D = 4 | E = 4 | F = 0 | G = -0.9 | H = 2
> CCCn1c(C)cc(=O)c2cc(NC(=O)c3ccccn3)ccc21
  A = 7 | B = -1 | C = -20 | D = -7 | E = -9 | F = 10 | G = -0.3 | H = 15
> O=C(CN1CCN(Cc2ccccc2)CC1)N/N=C/C=C/c1ccco1
  A = -4 | B = 1 | C = 3 | D = 4 | E = -13 | F = 8 | G = -1.1 | H = 8
> CCOC(=O)/C(C#N)=C1/C=CN(c2ccccc2)C=N1
  A = -2 | B = 14* | C = 3 | D = 1 | E = -9 | F = 8 | G = 3.4 | H = 6
> COc1cc(C2C3C(=O)N(Cc4ccccc4)C(=O)C3ON2c2ccccc2)cc(OC)c1OC (stereo not drawn)
  A = 7 | B = 9 | C = -2 | D = nt | E = nt | F = 14 | G = 1.5 | H = 9
> CCn1c(SCC(=O)Nc2ccc(OC)cc2)nnc1-c1ccco1
  A = -1 | B = -1 | C = -3 | D = -9 | E = -14 | F = 6 | G = -2.3 | H = 32
> COC(=O)[C@@H]1C[C@@]2(O)[C@@H](O)[C@@H](O)[C@@H](O)C[C@H]2N1C/C=C/c1ccccc1
  A = -4 | B = -3 | C = -1 | D = -1 | E = -10 | F = 7 | G = -0.9 | H = -11
> COc1cc([N+](=O)[O-])cc(/C=N/NC(=O)c2cncc(Br)c2)c1O
  A = -15 | B = -6 | C = 4 | D = 67* | E = 89* | F = 19 | G = 5.9 | H = -20
> CC(=O)Nc1ccc(N=Nc2c(C)[nH]n(C(N)=S)c2=O)cc1
  A = -19 | B = -7 | C = -14 | D = 67* | E = 53* | F = 8 | G = 1.0 | H = -5
> CC(C)Nc1nc(NC(C)C)nc(Oc2ccc(OCc3ccccc3)nn2)n1
  A = -2 | B = 0 | C = -1 | D = 6 | E = 1 | F = 16 | G = -5.5 | H = 3
> Cc1noc2ncnc(N3CCN(c4cccc(Cl)c4)CC3)c12
  A = 14 | B = 1 | C = -5 | D = 1 | E = -12 | F = -6 | G = 11 | H = 2
> Cc1ccc(OCCNC(=O)C2CC(=O)N(c3ccc(C)cc3)C2)cc1 (stereo not drawn)
  A = -6 | B = 1 | C = 7 | D = -14 | E = -19 | F = 32 | G = -0.3 | H = 0

Some entries already given, limited to SENP7 inh, PfG6PD inh and HKDC1 inhibitor.
SMILES | SENP7 inh | PfG6PD inh | HKDC1 inhibitor
COc1ccc(NC(=O)CSc2nnc(C3CC3)n2C)cc1 | 4 | 2 | -8
CC(C)Nc1nc(-c2ccccc2)nnc1-c1ccccc1 | -3 | -2 | -8
COC(=O)c1sccc1S(=O)(=O)Nc1ccc(N2CCCCC2)cc1 | -9 | 16 | 2

The list goes on.
Keys – A = HKDC1 inhibitor; B = GRIN3A LBD mod; C = ATG4B inhibitor; D = SENP7 inh; E = SENP6 block; F = SENP8 block; G = MPTP block; H = PfG6PD inh
> COc1ccccc1NC(=O)Cn1c(=O)n(CCc2c[nH]c3ccccc23)c(=O)c2cccnc21
  A = 2 | B = -5 | C = -8 | D = 1 | E = -7 | F = 22 | G = -2.7 | H = 10
> O=C(NCCCn1ccnc1)c1cc(S(=O)(=O)N2CCOCC2)ccc1F
  A = 9 | B = 1 | C = -1 | D = 3 | E = -13 | F = -43 | G = -1.5 | H = -14
> CCCN(CCC)C(=O)c1ccccc1C(=O)N(CCC)CCC
  A = -1 | B = 0 | C = -14 | D = -1 | E = 5 | F = 23 | G = -0.6 | H = 5
> NC(=O)CCN1CCN(C(=O)c2ccc3nc(Cc4cccc(Cl)c4)oc3c2)CC1
  A = -7 | B = -4 | C = 6 | D = -2 | E = -6 | F = -2 | G = 0.0 | H = 0
> Nc1cc(N)nc(SCC(=O)c2ccccc2)n1
  A = 1 | B = 1 | C = -12 | D = -3 | E = -13 | F = -6 | G = -0.9 | H = 37
> NC(=O)C1CCCN(C(=O)CCC(=O)c2cccs2)C1 (stereo not drawn)
  A = 1 | B = 1 | C = -5 | D = 8 | E = 0 | F = -34 | G = -0.7 | H = 5
> CCSc1nnc(Cn2c(=O)sc3ccccc32)n1-c1ccccc1C
  A = 1 | B = 3 | C = 11 | D = 12 | E = -18 | F = 20 | G = -1.0 | H = 20
> CCCCc1ccc(-c2csc(/C(C#N)=C\c3ccc(C)o3)n2)cc1
  A = 6 | B = -1 | C = 8 | D = -5 | E = -4 | F = -12 | G = 14 | H = -7
> CCOC(=O)C(NC(C)=O)(Nc1ccc(S(=O)(=O)Nc2nccs2)cc1)C(F)(F)F (stereo not drawn)
  A = -2 | B = 0 | C = -14 | D = 6 | E = -3 | F = 17 | G = -3.9 | H = -23
> Cc1ccc(C(=O)NC2CCS(=O)(=O)C2)cc1S(=O)(=O)N1CCCCCC1 (stereo not drawn)
  A = -3 | B = -3 | C = 5 | D = 0 | E = 1 | F = 2 | G = -0.6 | H = -2
> O=C(O)CN1CCc2ccccc2C1
  A = -12 | B = 1 | C = 2 | D = -2 | E = -12 | F = 21 | G = -1.6 | H = -5
> CNC(=O)COc1ncnc2sc(C)c(C)c12
  A = -5 | B = 14* | C = 0 | D = -8 | E = -17 | F = 16 | G = -1.8 | H = 13
> CC(C)Oc1ccc(C2CC(=O)NC2=O)cc1 (stereo not drawn)
  A = 3 | B = -2 | C = 6 | D = 13 | E = -8 | F = 3 | G = -0.5 | H = -20
> COc1ccc(-c2nc(NC(=O)c3ccc(OCC(=O)Nc4ccc(F)cc4)c(OC)c3)sc2C)cc1
  A = -12 | B = 11* | C = -1 | D = -23 | E = -10 | F = -311 | G = -0.8 | H = 2
> N#CCCn1cc(/C=C2\NC(=S)N(c3ccccc3)C2=O)c(-c2ccc(F)cc2)n1
  A = -4 | B = 10* | C = 17 | D = -8 | E = 3 | F = 12 | G = -0.2 | H = -7
> Cc1ccc(CNC(=O)CNS(=O)(=O)c2cccc3nsnc23)cc1
  A = -2 | B = -2 | C = -6 | D = 13 | E = -19 | F = 16 | G = -1.4 | H = -3
> CC(C)CN(CC(C)C)C(=O)CCCC(=O)N(CC(C)C)CC(C)C
  A = -10 | B = 0 | C = 13 | D = 6 | E = -2 | F = 7 | G = 1.0 | H = -4
> O=C(O)CN1C(=O)Nc2ccc(Br)cc2C1c1ccccc1 (stereo not drawn)
  A = -2 | B = -1 | C = -4 | D = 13 | E = -17 | F = 25 | G = -1.7 | H = -4
> COc1ccc(CCNc2ccc(C(CC(N)=O)NC(=O)c3ccccc3)cc2[N+](=O)[O-])cc1 (stereo not drawn)
  A = 7 | B = -13 | C = -21 | D = 3 | E = 1 | F = 24 | G = -2.8 | H = 5
> CC(NCc1ccc2c(c1)OCO2)C(=O)NC1CCCCC1 (stereo not drawn)
  A = 3 | B = -1 | C = -5 | D = 6 | E = 7 | F = 6 | G = -0.8 | H = -5
> CC(OC(=O)COc1ccccc1)C(=O)NC1CCCC1 (stereo not drawn)
  A = -6 | B = 1 | C = 5 | D = 6 | E = 4 | F = 20 | G = 0.3 | H = -8
> S=C(Nc1ccc2nsnc2c1)N1CCCC1
  A = 3 | B = 0 | C = -5 | D = 54* | E = 83* | F = -52 | G = 0.0 | H = -14
> Nc1c(N(Cc2ccco2)C(=O)c2cccc(F)c2)c(=O)[nH]c(=O)n1Cc1ccccc1
  A = 0 | B = -1 | C = -5 | D = -2 | E = -9 | F = -6 | G = -0.6 | H = 1
> Clc1ccccc1CSc1nnc(-c2ccncc2)o1
  A = -4 | B = -2 | C = 0 | D = 14 | E = -1 | F = 14 | G = 1.9 | H = -19
> CCOc1ccc(N2CC(NS(=O)(=O)c3cccnc3)CC2=O)cc1 (stereo not drawn)
  A = -7 | B = 0 | C = -5 | D = -3 | E = -8 | F = 11 | G = 0.0 | H = 3
> C/C(=N\NC(=O)c1ccc2ccccc2c1)c1cccs1
  A = -2 | B = -2 | C = 2 | D = 83* | E = 84* | F = -4 | G = -0.8 | H = 19
> CC[C@H](C)[C@H](NC(=O)c1ccc(Cl)cc1)C(=O)OCC(=O)c1c(N)n(C)c(=O)n(C)c1=O
  A = -5 | B = -1 | C = 3 | D = -1 | E = -5 | F = 20 | G = 7.1 | H = 13
> Cc1[nH]nc2c1-c1nc3ccccc3nc1C(C)(C)C2
  A = 8 | B = -1 | C = -6 | D = 0 | E = -10 | F = -222 | G = 1.1 | H = 10
> COCCn1cnnc1SCC(=O)Nc1ccc(N2CCCCC2)cc1
  A = -4 | B = 0 | C = -15 | D = 3 | E = -7 | F = 8 | G = 1.8 | H = 1

Assay outcomes from PubChem BioAssay.
